Compound activity: PubChem, National Center for Advancing Translational Sciences (NCATS)
EPAC1 agonist: agonists of human EPAC1. hit rate 0.073% among 360,000. Potency, µM (titrated, usually from 154 µM), for the others: at the top dose activation, actives largely listed as activators. AID 720707. EPAC1 agonist qHTS, biochemical assay; response scale: 100% = response to 6.5 mM cAMP. O95398; further: potency means the concentration at half of the fitted maximal effect; nearly all actives have a fitted effect of over 60% in size
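Multi-concentration qHTS readout: loss of Rap1B-bound BODIPY-GDP fluorescence driven by 100 nM EPAC1 with excess GDP (50 uM), monitored kinetically at room temperature; agonist response expressed relative to 6.5 mM cAMP.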
IL-2 act: activates IL-2 in a cell-based reporter assay. IL-2 activation reporter assay, cell-based qHTS; stimulated with anti-CD3/CD4/CD28 beads; in transgenic mouse T cells. activation, % (series mostly up to about 46 µM). hit rate 0.065% among 360,000; in the data active means activation above about 50%; inconclusive means mostly about 30% to 49%; further: 0% is about no effect
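Unstimulated transgenic mouse T cells preincubated 60 min with compound, then stimulated with anti-CD3/anti-CD4-coated beads plus anti-CD28 for 18 h at 37 degrees C. IL-2 response read as EGFP and DsRed fluorescence by plate cytometry.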
WRN helicase inh: inhibitors of human WRN helicase; Q14191; WRN helicase unwinding, fluorescent forked duplex, kinetic; Potency, µM (top dose mostly 114 µM), for the others: at the top dose activity change, negative = inhibition, actives largely listed as inhibitors; hit rate 0.46% among 360,000; AID 651768; further: potency means the concentration at half of the fitted maximal effect; on the % scale 0 is the no-effect control and ±100 the full control effect; nearly all actives have a fitted effect of over 55% in size
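WRN at 20 nM final preincubated with compound 15 min at room temperature; reaction started with 100 nM fluorophore/quencher forked duplex oligonucleotide and 2 mM ATP final. Unwinding followed kinetically by red fluorescence (ex 525, em 598 nm).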
PLK1 PBD block: inhibitors of human PLK1 polo-box domain binding; P53350; Plk1 PBD binding of FITC phosphopeptide, fluorescence polarization; Potency, µM, without a hit: max response, negative = inhibition, most hits filed as inhibitors; hit rate 2.8% among 360,000; AID 720504; further: potency means the concentration at half of the fitted maximal effect; series mostly up to about 57 µM; on the % scale 0 is the no-effect control and ±100 the full control effect; nearly all actives have a fitted effect of over 65% in size
Target sequence (P53350 whole entry, looked up, the tested form may be a part): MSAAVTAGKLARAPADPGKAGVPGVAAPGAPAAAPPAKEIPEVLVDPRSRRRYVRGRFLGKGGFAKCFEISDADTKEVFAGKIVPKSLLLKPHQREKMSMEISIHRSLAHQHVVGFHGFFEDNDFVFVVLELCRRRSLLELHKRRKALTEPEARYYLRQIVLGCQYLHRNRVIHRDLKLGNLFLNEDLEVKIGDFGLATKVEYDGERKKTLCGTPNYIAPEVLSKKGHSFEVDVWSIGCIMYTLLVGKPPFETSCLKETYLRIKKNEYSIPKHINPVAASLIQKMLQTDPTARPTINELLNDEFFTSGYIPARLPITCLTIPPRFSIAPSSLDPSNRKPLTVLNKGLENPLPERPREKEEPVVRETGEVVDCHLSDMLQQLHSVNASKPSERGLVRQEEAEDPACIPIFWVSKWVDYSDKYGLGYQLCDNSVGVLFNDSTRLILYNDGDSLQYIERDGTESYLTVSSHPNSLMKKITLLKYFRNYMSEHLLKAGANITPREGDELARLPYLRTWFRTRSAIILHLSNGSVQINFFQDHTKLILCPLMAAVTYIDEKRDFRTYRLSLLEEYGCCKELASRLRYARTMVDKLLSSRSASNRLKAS
EPAC1 antagonist: blocks human EPAC1 exchange factor; AID 720709; Potency, µM (titrated, usually from 115 µM), for the others: top-dose activity change, negative = inhibition, most hits filed as inhibitors; EPAC1 GEF assay, Rap1b-BODIPY-GDP exchange fluorescence; hit rate 0.14% among 360,000; O95398;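 further: potency means the concentration at half of the fitted maximal effect; plate controls were vehicle for no effect and positive control for full effect; nearly all actives have a fitted effect of over 50% in size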
PI5P4Ka inh: PI5P4K alpha (human) kinase inhibition | P48426 | PI5P4Kalpha enzyme, ADP-Glo luminescence, 60 min; stronger effect = lower value | max response, % | hit rate 1.2% among 330,000 | AID 652105; active means max response of -50% or lower; inconclusive means between -30% and -50%; inactive means -30% or higher; further: value at the top dose of about 77 µM; on the % scale 0 is the no-effect control and ±100 the full control effect
Target sequence (P48426 whole entry, looked up): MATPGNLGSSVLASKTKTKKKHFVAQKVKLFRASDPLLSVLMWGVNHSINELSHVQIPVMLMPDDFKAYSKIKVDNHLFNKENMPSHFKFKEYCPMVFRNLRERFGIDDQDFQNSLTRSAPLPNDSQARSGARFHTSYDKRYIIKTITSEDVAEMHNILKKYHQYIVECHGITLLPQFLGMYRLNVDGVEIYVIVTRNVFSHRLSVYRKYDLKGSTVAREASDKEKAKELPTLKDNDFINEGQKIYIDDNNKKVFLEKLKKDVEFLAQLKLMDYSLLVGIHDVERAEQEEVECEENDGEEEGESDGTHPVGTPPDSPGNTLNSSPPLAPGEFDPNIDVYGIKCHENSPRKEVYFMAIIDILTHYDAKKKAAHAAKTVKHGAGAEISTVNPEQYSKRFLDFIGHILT
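Enzyme plus substrate dispensed, test compounds pinned in, then ATP (5 microM final) added. After 60 min at RT, ADP-Glo reagent 1 for 45 min and reagent 2 for 30 min preceded luminescence imaging.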
Abeta rescue: compounds reversing amyloid beta toxicity in yeast. hit rate 0.063% among 410,000. Potency, µM (highest dose often 46.1 µM), for the others: at the highest dose growth rescue, hits mostly activators. yeast expressing A-beta42, growth rescue, OD600, 48 h; response scale: 0% DMSO, 100% iron-clioquinol control; further: potency means the concentration at half of the fitted maximal effect; nearly all actives have a fitted effect of over 55% in size
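Growth rescue measured by 600 nm absorbance after 48 h yeast culture at 30 C with compound. Values normalized between DMSO and an equimolar ferric chloride plus clioquinol control.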
FUS yeast rescue: rescues growth of FUS-expressing yeast | hit rate 0.24% among 390,000 | S. cerevisiae FUS-expressing, growth rescue, OD600, 24 h | AID 1347120 | Potency, µM (doses to about 76.6 µM), inactives show at the top dose growth rescue (activation), actives largely listed as activators;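 further: potency means the concentration at half of the fitted maximal effect; plate controls were DMSO vehicle for no effect and reference control for full effect; nearly all actives have a fitted effect of over 55% in size; some results filed as inactive show a strong effect at the top dose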
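Absorbance at 600 nm, taken 24hr after compound addition, measured rescue of FUS-yeast growth at 30C. Induction used 2% galactose with seeding at OD 0.005. Controls: CP55940 from 92uM final, DMSO only.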
Numbers without * were called inactive; ? = inconclusive; . = not tested or not shown; & = joins results of further samples; [ ] = another dose, or the depositor's remark. Unless noted, the call rests on the fitted dose curve; in most records, active means well fitted curve in the direction sought with a large enough effect; inconclusive means small, poorly fitted or top-dose-only effect, or another doubt; inactive means no such curve, though single readings can be large; an effect the other way counts as inactive or inconclusive.

molecule,EPAC1 agonist,IL-2 act,WRN helicase inh,PLK1 PBD block,EPAC1 antagonist,PI5P4Ka inh,Abeta rescue,FUS yeast rescue
O=C(NCc1ccc(F)cc1)C1CCN(C(=O)Nc2ccc(F)cc2)CC1,-5%,0.2,-4%,-19%,-27%,5,-13%,29%
O=C(CSc1nnc(-c2c[nH]c3ccccc23)n1CC1CCCO1)Nc1ccc2c(c1)OCCO2 (centres undefined),0%,0.6,-13%,-7%,-3%,-3,9%,?
CCOc1cccc(-c2c(C(=O)N/N=C/c3ccc(C)o3)nnn2-c2nonc2N)c1,-7%,-2.0,-4%,?,-7%,-1,8%,14%
Clc1ccc(Cl)c(OCCCCNCc2ccccc2)c1,-5%,-0.1,-23%[57.1 µM],-4%,-15%,6,3%,1%
CSc1ccc(C(=O)N2CCC(n3nccc3NC(=O)C3CC3)CC2)cc1,-8%,-1.2,-3%,-14%,-6%,2,5%,-9%
Cn1c(N)c(C(=O)COC(=O)C2(c3ccc(F)cc3)CCCC2)c(=O)n(C)c1=O,-17%,-0.3,-4%,-6%,-3%,-1,15%,-23%
CC(=O)c1cccc(NC(=O)CSc2ccc(-c3cccnc3)nn2)c1,-1%,-0.4,6%,10%,4%,4,1%,4%
CCOc1ccc(C(=O)O[C@H]2[C@H](Cc3ccccc3)NS(=O)(=O)[C@H]3C[C@@H]4C=C[C@]23O4)cc1,-10%,-0.8,-3%,-3%,8%,1,6%,?
CC1=C(C#N)C(c2ccc(O)cc2)C2=C(CC(C)(C)CC2=O)N1 (centres undefined),1%,0.0,0%,1%,-5%,2,5%,.
Cc1cc(C)n(S(=O)(=O)c2cccc(Cl)c2Cl)n1,6%,-0.4,-4%,-4%,3%,.,21%,-14%
Cc1cc(=O)oc(C)c1C(=O)NCC(C)NC(=O)c1c(C)cc(=O)oc1C (centres undefined),3%,2.2,-9%,-3%,15%,3,-14%,23%
O=C(N/N=C/c1ccc2c(c1)OCO2)c1cc2ccccc2o1,-3%,-3.0,-5%,-2%,11%,4,10%,-40%
C=CCOc1ccc(C2C3=C(CCCC3=O)N(CC(=O)O)C3=C2C(=O)CCC3)cc1OCC,-3%,-2.3,-20%,-10%,-13%,-1,4%,14%
CC(C)C(=O)NNC(=O)c1c(O)c2ccccc2[nH]c1=O,-3%,1.9,-9%,-6%,0%,-9,-14%,-6%
CCOC(=O)c1cccc(NC(=O)N[C@@H](C)C(=O)OC)c1,6%,-0.4,-2%,0%,-4%,2,14%,11%
Cc1cccc2cc(/C=N/NC(=O)c3ccccc3O)c(Cl)nc12,-1%,-0.4,?,-21%,-8%,-1,-3%,.
CCOC(=O)c1ccc(N2C(=O)CC(SCC(=O)Nc3ccc(S(N)(=O)=O)cc3)C2=O)cc1 (centres undefined),9%,-0.3,-12%,30µM*,-15%,-5,12%,14%
O=C1C(=O)N(CCS(=O)(=O)c2ccccc2)c2ccccc21,7%,-0.6,4%,4%,-15%,-3,-7%,-14%
Cc1cc2c(cc1C)C(c1cccc([N+](=O)[O-])c1)CC(=O)N2 (centres undefined),-18%,0.0,-12%,-2%,-2%,1,26%,25%
CCN(C(=O)COC(=O)c1ccc2[nH]c(C)c(C)c2c1)c1c(N)n(Cc2ccccc2)c(=O)[nH]c1=O,-4%,-0.4,3%,-1%,6%,8,1%,.
Cc1ccc(N=C2c3ccccc3C(=O)C2[N+](=O)[O-])cc1C (centres undefined),14%,0.7,-3%,-10%,-8%,-17,20%,-19%
O=C(Nc1cccc(F)c1)Nc1ccccn1,14%,2.3,6%,-7%,-11%,.,10%,12%
CCCCC(=O)Nc1nc2c(OC)ccc(OC)c2s1,-16%,-2.6,-3%,-8%,18%,1,-7%,-3%
COc1ccccc1NC(=O)c1cc2c(=O)n(C)c3ccccc3c2n1C,1%,-0.1,-10%,-13%,-8%,5,3%,11%
O=C(O)c1ccc(S(=O)(=O)c2ccc([N+](=O)[O-])cc2[N+](=O)[O-])cc1,5%,-3.3,?,8.4µM*,?,1,-40%[inhibitor],-16%
OC(COc1ccc(Cl)cc1)CN1CCN(c2ccccc2)CC1 (centres undefined),-12%,-0.6,1%,-9%,0%,-3,0%,-38%
Cc1c(NC(=O)CCC2CCCCC2)c(=O)n(-c2ccccc2)n1C,-4%,0.5,-1%,1%,4%,.,3%,-5%
COC(=O)C1CCN(CC(=O)Nc2ccccc2Sc2ccccc2)CC1,13%,-0.1,-2%,-8%,-5%,5,-6%,13%
COc1ccc(-c2nnc(NC(=O)Cc3ccccc3)o2)cc1,-11%,0.3,10%,4%,5%,0,1%,-23%
CCCCn1c(N)c(N(CC(C)C)C(=O)c2cc(Cl)nc3ccccc23)c(=O)[nH]c1=O,7%,0.1,-11%,-2%,-10%,1,2%,12%

Shown as labelled records: part of the list above.
Cc1cccc2cc(/C=N/NC(=O)c3ccccc3O)c(Cl)nc12
- EPAC1 agonist: -1%
- IL-2 act: -0.4
- WRN helicase inh: ?
- PLK1 PBD block: -21%
- EPAC1 antagonist: -8%
- PI5P4Ka inh: -1
- Abeta rescue: -3%
- FUS yeast rescue: .

CCOC(=O)c1ccc(N2C(=O)CC(SCC(=O)Nc3ccc(S(N)(=O)=O)cc3)C2=O)cc1 (centres undefined)
- EPAC1 agonist: 9%
- IL-2 act: -0.3
- WRN helicase inh: -12%
- PLK1 PBD block: 30µM*
- EPAC1 antagonist: -15%
- PI5P4Ka inh: -5
- Abeta rescue: 12%
- FUS yeast rescue: 14%

Later entries:
molecule,EPAC1 agonist,IL-2 act,WRN helicase inh,PLK1 PBD block,EPAC1 antagonist,PI5P4Ka inh,Abeta rescue,FUS yeast rescue
CCn1c(SCC(=O)NCc2ccco2)nc2cccnc21,5%,-3.2,5%,-2%,-11%,0,-11%,-3%
Cc1csc2ncc(C(=O)NCc3ccco3)c(=O)n12,2%,0.7,-15%[57.1 µM],-4%,8%,.,-1%,11%
CCOC(=O)CNC(=O)N1CCCC(C(=O)c2ccccc2SC)C1 (centres undefined),-3%,-2.6,3%,-5%,-18%,3,1%,-18%
N#CCC(=O)Nc1ccc(C(=O)OCC(=O)Nc2ccc3ccccc3c2)cc1,-10%,-1.2,-25%,2%,?,-51*,6%,.
O=C(CSc1ncn[nH]1)NCCOc1ccccc1,0%,-0.4,7%,-1%,-2%,-1,0%,-13%
COc1ccc(C(=O)C[n+]2ccc(N(C)C)cc2)cc1,7%,0.7,-6%,-5%,10%,2,13%,-8%
NC(=O)COC(=O)c1cc(-c2ccco2)nc2ccccc12,9%,-0.4,-9%[11.6 µM],-27%,12%,-28,-6%,29%
Cn1c(NC(=O)c2ccccc2)cc(=O)n(C)c1=O,2%,-0.4,4%,-12%,-7%,0,5%,2%
COc1ccc(CNC(=O)COC(=O)c2ccc(OCC3CCCO3)cc2)cc1 (centres undefined),3%,-0.4,1%,1%,-14%,-1,-12%,-2%
Nc1ncccc1C(=O)OCC(=O)NC1CCCCCC1,1%,0.0,0%[11.6 µM],-5%,-3%,?,12%,3%
Cc1cc2c([nH]c3ccccc32)c(C)n1,3%,-1.5,7%,-11%,-6%,-3,8%,-6%
Cc1[nH]n(-c2cccc(Cl)c2)c(=O)c1C=NCc1ccco1,1%,0.2,3%,-5%,-9%,0,-6%,-10%
Cc1ccc(C)c(NC(=O)c2ccccn2)c1,6%,-1.6,-12%,-5%,-14%,.,-10%,0%
Cc1cc2nc(/N=C(\N)NC(=O)C(C)C)nc(C)c2cc1C,9%,0.2,6%,6%,-5%,1,-20%,17%
CC1=C(C(=O)OC(C)C)C(c2ccc(N(C)C)cc2)C2=C(CC(C)(C)CC2=O)N1 (centres undefined),10%,0.0,-3%,-7%,17%,-2,8%,20%
CCc1nc2ccc(C(=O)N3CCN(c4ccccc4)CC3)cc2nc1CC,-7%,-0.9,4%,1%,-20%,5,1%&1%,?
Cc1cc(C)n2nc(C(=O)Nc3ccn(Cc4ccccc4C)n3)cc2n1,5%,-3.3,-11%,-22%,12%,-16,-2%,?
COc1ccc(CCNC(=O)C(NC(=O)OCc2ccccc2)C(C)C)cc1OC (centres undefined),-7%,-0.1,-18%,-9%,-18%,3,-15%,28%
COc1cccc2c1C(=O)c1c(O)c3c(c(O)c1C2=O)CC(O)(C(C)=O)CC3OC1CC(N(C)C)C(O)C(C)O1 (centres undefined),89µM*,-8.2,18µM*,?,28%,0,-81%[inhibitor],.
COc1cccc(NC(=O)NNC(=O)C(C)Oc2ccc3ccccc3c2)c1 (centres undefined),9%,-2.7,-6%,6%,-3%,-1,-5%,0%
O=C(NC1CCCC1)C(=O)N(c1ccccc1F)C(C(=O)NCC1CCCO1)c1cccs1 (centres undefined),-7%,-3.7,5%,-1%,-14%,1,3%,-7%
COc1ccc(OC)c(S(=O)(=O)N2CCC(C(=O)NC(C)c3ccccc3)CC2)c1 (centres undefined),12%,0.5,-5%,-27%,-3%,1,7%,10%
CSc1nccc(Oc2ccccc2Cl)n1,7%,-2.7,2%,-10%,4%,6,-7%,-11%
Cc1cc(C)cc(N(CC(=O)Nc2ccc(C(F)(F)F)cc2)S(=O)(=O)c2c(C)[nH]c(=O)[nH]c2=O)c1,-8%,-0.4,-16%,-24%,-21%,3,11%,-20%&17%
CC(C)CC(=O)NS(=O)(=O)c1ccc(NC(=O)c2ccco2)cc1,2%,-2.4,-1%,-13%,-7%,1,-26%,18%
COc1cc(C(=O)NCCOc2ccccc2C)c(Br)c(OC)c1OC,-2%,1.1,-3%,?,4%,0,-2%,17%
Cc1cc(C)cc(-n2cccc2/C=C2/C(=N)N3C(=NC2=O)SN=C3S(C)(=O)=O)c1,-5%,2.2,-11%[11.6 µM],-12%,?,?,-6%,20%
CC1Nc2ccccc2C(=O)N1NS(C)(=O)=O (centres undefined),-10%,0.9,-4%[57.1 µM],-26%,-16%,5,-3%,-4%
Cc1ccc(-n2c(=O)c3c4c(sc3n3c(=S)[nH]nc23)CCC4)cc1,4%,-0.5,-6%,-9%,-4%,-11,1%,11%
CCn1c(C(C)NC(=O)c2ccc(C)cc2)n[nH]c1=S (centres undefined),2%,-2.2,3%,-15%,2%,8,-8%,.
Cc1cc(C)c(NC(=O)CSc2nc(=O)n(CCN3CCOCC3)c3c2CCC3)c(C)c1,4%,-2.5,5%,-2%,4%,11,6%,2%
CCc1n(CC(O)COC2CCCCC2)c2ccccc2[n+]1C (centres undefined),-3%,0.7,1%,-4%,9%,1,3%,-26%
